# GRP78 ERSR act = qHTS for Inducers of the Endoplasmic Reticulum Stress Response (ERSR) in Human Glioma: qHTS; Potency, µM, without a hit: at the top dose activation, usual class: activators; 420,000 tested, 0.02% active; U87-MG GRP78 promoter luciferase reporter, 16 h; further: potency means the concentration at half of the fitted maximal effect; series mostly up to about 76 µM; % of control where 0% means no effect; nearly all actives have a fitted effect of over 35% in size
#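 ERSR induction read as luciferase luminescence (Bright-Glo, 10 min at room temperature) in stably transfected human U87-MG glioma cells exposed to compounds for 16 h, using GRP78 as sensor.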
# D1 ag = Allosteric Agonists of the Human D1 Dopamine Receptor: qHTS; 360,000 tested, 1% active; activation, % at 2 µM; HEK293 T-REx D1 cells, calcium flux, agonist mode; D(1A) dopamine receptor (Homo sapiens), P21728; in the data active means activation above about 30%; further: 0% is about no effect
# Target sequence (P21728 whole entry, looked up): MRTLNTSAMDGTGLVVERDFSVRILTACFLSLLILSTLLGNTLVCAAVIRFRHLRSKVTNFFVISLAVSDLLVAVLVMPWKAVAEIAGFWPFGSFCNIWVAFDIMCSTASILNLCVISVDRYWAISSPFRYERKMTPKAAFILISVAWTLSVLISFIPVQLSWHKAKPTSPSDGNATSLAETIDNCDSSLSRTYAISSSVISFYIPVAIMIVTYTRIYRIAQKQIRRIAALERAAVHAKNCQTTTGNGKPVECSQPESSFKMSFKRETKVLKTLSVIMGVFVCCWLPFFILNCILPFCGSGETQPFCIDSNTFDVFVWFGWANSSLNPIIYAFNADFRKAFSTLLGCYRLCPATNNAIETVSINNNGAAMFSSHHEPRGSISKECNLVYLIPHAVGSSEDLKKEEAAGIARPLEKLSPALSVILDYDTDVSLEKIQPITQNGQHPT
#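 Agonism was scored from calcium flux recorded over 180 s (1 read/s) after pintool compound addition, following a 10-cycle baseline. Cells were inducible force-coupled HEK293 TREx D1, plated overnight at 30 C and loaded with no-wash calcium dye.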
# RXFP1 agonist = qHTS Assay for Agonists of the Relaxin Receptor RXFP1. Relaxin receptor 1 (Homo sapiens), Q9HBX9. Potency, µM (top dose mostly 57.5 µM), for inactives: top-dose activation, actives largely listed as activators. 370,000 tested, 0.3% active. AID 2676, 2010. HEK293T-RXFP1 cAMP TR-FRET, 30 min; response scale: percent of porcine relaxin response, buffer zero; further: potency means the concentration at half of the fitted maximal effect; on the % scale 0 is the no-effect control and ±100 the full control effect; nearly all actives have a fitted effect of over 60% in size; many of its hits are not listed in these tables
#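 HEK293T cells stably expressing RXFP1 were pretreated with the PDE4 inhibitor Ro 20174, exposed to compounds for 30 min at 37C, lysed, and cAMP was read by TR-FRET. Data normalized to buffer (basal) and 29 nM porcine relaxin (100%).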
# Vif-APOBEC3G blk = qHTS for Inhibitors of Vif-A3G Interactions: qHTS | 410,000 tested, 0.076% active | AID 602310, 2012 | Potency, µM (doses to about 46.1 µM), inactives show at the top dose activity, negative = active, usual class: inhibitors | HeLa A3G-eYFP + Vif (tagged APOBEC3G with the HIV-1 protein that degrades it), YFP fluorescence, overnight;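 further: potency means the concentration at half of the fitted maximal effect; on the % scale 0 is the no-effect control and ±100 the full control effect; nearly all actives have a fitted effect of over 60% in size; hits raise eYFP signal because A3G escapes Vif-driven loss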
# Target sequence (Q9HC16 whole entry, looked up): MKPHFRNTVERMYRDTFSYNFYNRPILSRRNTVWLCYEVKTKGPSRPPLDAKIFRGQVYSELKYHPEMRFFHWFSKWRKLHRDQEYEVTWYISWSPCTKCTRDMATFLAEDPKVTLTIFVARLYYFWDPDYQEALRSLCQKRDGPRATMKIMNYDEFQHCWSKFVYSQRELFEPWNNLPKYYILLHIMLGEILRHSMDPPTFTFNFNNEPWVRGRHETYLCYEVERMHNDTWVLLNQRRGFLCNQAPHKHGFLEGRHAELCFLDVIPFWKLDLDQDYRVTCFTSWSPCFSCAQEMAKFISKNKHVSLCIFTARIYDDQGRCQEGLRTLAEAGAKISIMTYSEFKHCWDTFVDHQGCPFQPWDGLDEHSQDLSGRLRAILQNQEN
#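 HeLa cells stably expressing Vif and C-terminally eYFP-tagged A3G, seeded overnight at 37 deg C, then exposed to compound by pintool overnight at 37 deg C. Rise in yellow fluorescence (Ex 488/Em 500-530, Acumen) marks blocked Vif-driven A3G degradation.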
# D1 PAM = Potentiators of Human D1 Dopamine Receptor: qHTS. potentiation, % at 10 µM. D(1A) dopamine receptor (Homo sapiens), P21728. 360,000 tested, 0.036% active. HEK293 TREx D1 cells, calcium flux, dopamine EC20 potentiation; in the data active means potentiation above about 30%; further: 0% is about no effect
# D2 PAM = HTS Assay for Positive Allosteric Modulators of the Human D2 Dopamine Receptor: Primary Screen for Potentiators | potentiation, % at 10 µM | HEK293 T-REx D2, calcium flux, EC20 dopamine potentiation | 340,000 tested, 0.34% active | D(2) dopamine receptor (Homo sapiens), P14416;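 active means potentiation over 3 SD above the plate norm, cut at about 30% in these data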; further: 0% is about no effect
#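 Calcium flux readout, no-wash dye, 1 read/s. Inducible HEK293 Trex D2 line, overnight 30 C. Compound alone 180 s (agonist flags), then EC20 dopamine, another 180 s to score potentiation.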
# RXFP1 antag = qHTS Assay for Antagonists of the Relaxin Receptor RXFP1 | activity change, negative = inhibition, % at 57.5 µM | Relaxin receptor 1 (Homo sapiens), Q9HBX9 | 350,000 tested, 0.59% active | HEK293-RXFP1, relaxin-stimulated cAMP HTRF, 30 min; hits give low values | AID 1259400, 2018;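 active means activity change of -60% or lower, but not beyond a set lower limit; inconclusive means change between -60% and -40%, or beyond the set limit; inactive means change above -40%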; further: on the % scale 0 is the no-effect control and ±100 the full control effect
# D1 antag = Antagonist of Human D 1 Dopamine Receptor: qHTS | HEK293 TREx D1 cells, calcium flux, dopamine EC80; hits give low values | activity change, negative = inhibition, % at 10 µM | 360,000 tested, 3.2% active; in the data active means activity change below about -30%; further: on the % scale 0 is the no-effect control and ±100 the full control effect
#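 Calcium flux readout: force-coupled, inducible Hek293 Trex D1 line, cells induced overnight at 30 C with tetracycline, dye-loaded 30–90 min at RT. Antagonism scored against EC80 dopamine challenge given 180 s after compound.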
# Vif-A3F inh = qHTS for Inhibitors of Vif-A3F Interactions: qHTS; HeLa A3F-eYFP + Vif (tagged APOBEC3F with the HIV-1 protein that degrades it), YFP fluorescence increase; Potency, µM (series often up to 46.1 µM), inactives show top-dose activity, negative = active; 390,000 tested, 0.2% active; AID 602313, 2012; further: potency means the concentration at half of the fitted maximal effect; % of control where 0% means no effect; nearly all actives have a fitted effect of over 65% in size
#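 HeLa cells stably expressing A3F-eYFP plus Vif, plated and incubated overnight at 37 deg C, then exposed to compounds overnight at 37 deg C. Blocked degradation read as raised yellow fluorescence (Ex 488/Em 500-530).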
# * = called active by the depositor; ? = inconclusive; nt = not tested or not shown; & = joins results of further samples. Unless noted, the call rests on the fitted dose curve; in most records, active means well fitted curve in the direction sought with a large enough effect; inconclusive means small, poorly fitted or top-dose-only effect, or another doubt; inactive means no such curve, though single readings can be large; an effect the other way counts as inactive or inconclusive. The list is partial; count on the stated rates, not on these rows.
SMILES,GRP78 ERSR act,D1 ag,RXFP1 agonist,Vif-APOBEC3G blk,D1 PAM,D2 PAM,RXFP1 antag,D1 antag,Vif-A3F inh
COc1ccc(C(=O)N2CCn3c(C)ccc3C2C)cc1 (centres undefined),-4%,0,-1.6%,0%,-4,-1,8,nt,0%
OC[C@H]1OC(O)[C@@H](O)[C@@H](O)[C@@H]1O (some centres undefined),5%&-8%,0,0.8%,2%,1,10,nt,-7,-3%
Cc1[nH]n(-c2cccc(Cl)c2)c(=O)c1-c1ccc(Cl)cc1,-6%,7,-0.3%,5%,-1,2,-20,-11,1%
CC(C)(C)OC(=O)CNC(=O)c1[nH]cnc1C(=O)NC(c1ccccc1)c1ccccc1,-5%,2,-0.7%,-12%,2,-25,nt,-25,4%
Cc1cc(/C=C2/SC(=O)N(CC(=O)N3CCCC3)C2=O)ccc1N1CCOCC1,-3%,6,-0.4%,-2%,2,-17,-7,-11,?
Cc1ccc(Cn2c(=N)n(CC(=O)c3ccc([N+](=O)[O-])cc3)c3ccccc32)cc1,-4%,2,1.3%,1%,4,-7,nt,-1,?
COc1cccc(CNC(=O)Cn2nc(C)n3c(cc4cc(C)ccc43)c2=O)c1OC,2%,4,0.8%,0%,-7,4,8,11,6%
COc1ccccc1C1=NOC(COC(=O)c2ccc3ccccc3n2)C1 (centres undefined),-3%,5,7.2%,2%,-4,-8,-11,-29,1%
CCOC(=O)Cn1cc(C#N)c2cccc(CC)c21,-1%,2,2.3%,0%,-5,-2,6,3,-4%
Cc1ccc(NC(=O)CN2C(=O)COc3ccc(S(=O)(=O)N4CCCCCC4)cc32)cc1C,-2%,2,-1.3%,-6%,1,-3,2,8,2%
COCCCN1C(=O)C(=O)/C(=C(/O)c2ccccc2)C1c1ccc2c(c1)OCO2 (centres undefined),3%,2,2.3%,0%,5,11,-12,-10,0%
CC1CCN(C(=O)COc2ncnc3ccccc23)CC1,3%,2,1.8%,-3%,-1,3,-16,11,1%
Cc1c(C(C)CCCO)oc(=O)c2c1Oc1c(C)c(C(C)C[C@H](C)O)oc(=O)c1C2 (some centres undefined),-2%,2,0.7%,4%,7,-8,nt,27,5%
COc1ccc(-c2cc(C#N)nc(Oc3ccc(Cl)cc3)n2)cc1,-4%,7,7.3%,6%,-4,12,-1,-4,4%
COc1ccc(-c2nc(CS(=O)CC(=O)NCc3ccc(C)cc3)c(C)o2)cc1OC (centres undefined),-1%,2,-3.0%,1%,9,-1,24,5,1%
CC1CN(CCC(=O)Nc2ccc3c(c2)CCC3)CC(C)O1 (centres undefined),-2%,0,1.1%,0%,-4,-3,-4,-1,0%
CCCNC(=O)COC(=O)/C=C/c1ccco1,-4%,3,-0.2%,2%,-2,1,10,-7,-7%
COc1ccc(Cc2nnc(SCC(=O)Nc3ccc(C)c(C)c3)o2)cc1OC,-3%,4,1.0%,-3%,-6,1,-4,0,2%
O=C(Nc1ccc(Cl)cc1F)c1cnc2sc(N3CCOCC3)nn2c1=O,0%,2,3.0%,-1%,-3,0,-4,-1,2%
Cc1cccc(NC(=S)/N=C(\N)Nc2nc(C)c3cc(C)ccc3n2)c1,-4%,4,0.5%,-8%,4,-8,nt,10,0%
O=C(COC(=O)C1CCN(c2ccc(C(F)(F)F)cn2)CC1)Nc1ncc(Cl)cc1Cl,-1%,10,-0.1%,1%,-6,1,2,-19,-29%
Cn1nc(C(F)(F)F)c(/C=N/OC(=O)c2ccc(Cl)cc2)c1Cl,-4%,nt,-0.8%,0%,nt,nt,15,nt,1%
Cc1sc(C2C(C#N)=C(N)N(c3cccc(Cl)c3)C3=C2C(=O)CCC3)cc1CN1CCOCC1 (centres undefined),-1%,-1,0.3%,4%,-3,-1,-19,-17,0%
O=C(COc1ccccc1Cl)NCCCNC(=O)c1cccnc1,-7%,2,3.7%,-2%,1,nt,-10,-3,0%
CC(C)OCC(O)CS(=O)Cc1ccccc1 (centres undefined),-5%,1,-1.8%,2%,3,-8,-12,-6,6%

# Random excerpt: 2 entries already listed
SMILES,GRP78 ERSR act,D1 ag,RXFP1 agonist,Vif-APOBEC3G blk,D1 PAM,D2 PAM,RXFP1 antag,D1 antag,Vif-A3F inh
Cc1ccc(NC(=O)CN2C(=O)COc3ccc(S(=O)(=O)N4CCCCCC4)cc32)cc1C,-2%,2,-1.3%,-6%,1,-3,2,8,2%
Cc1cccc(NC(=S)/N=C(\N)Nc2nc(C)c3cc(C)ccc3n2)c1,-4%,4,0.5%,-8%,4,-8,nt,10,0%

# Next compounds follow.
SMILES,GRP78 ERSR act,D1 ag,RXFP1 agonist,Vif-APOBEC3G blk,D1 PAM,D2 PAM,RXFP1 antag,D1 antag,Vif-A3F inh
S=C(NCc1ccco1)Nc1ccccc1,0%,2,0.0%,1%,-4,8,-16,8,-1%
CC(c1cccs1)N(Cc1ccco1)C(=S)Nc1ccc(F)c(Cl)c1 (centres undefined),-3%,8,-0.2%,3%,-1,nt,16,-8,11%
COc1cc2c(cc1OC)[C@@H]1Cc3ccc(OC)c(OC)c3CN1CC2,-3%,2,2.8%,1%,-6,-21,2,-53*,9%
O=C(CCc1nnc2ccc(NCc3ccccc3Cl)nn12)NCC1CCN(C2CCCC2)C1 (centres undefined),-5%,2,10%,-1%,-1,-7,11,8,4%
Cc1cc(OCc2cn3cccnc3n2)ccc1Cl,3%,7,0.9%,1%,-7,nt,5,-10,-10%
CCN(CC)c1nc(SCCOC(=O)Nc2ccccc2)nc(N(CC)CC)n1,7%,12,0.0%,0%,-9,10,4,-7,2%
COc1cccc(COC(=O)c2ccc3c(c2)NC(=O)C(C)S3)c1OC (centres undefined),-5%,7,0.0%,1%,-6,7,-23,9,1%
Cc1ccccc1Nc1nc(N)nc(CSc2ccccc2)n1,-7%,1,0.0%,-1%,-4,-1,5,-26,18%
O=C(c1ccc2c(c1)N(Cc1ccccc1)C(=O)c1ccccc1S2(=O)=O)N1CCN(c2ccccc2)CC1,nt,3,-2.2%,nt,-4,8,9,7,nt
Cc1ccc(-c2cc(C(F)(F)F)c(C#N)c(=O)[nH]2)cc1,0%,-1,0.4%,1%,5,1,-1,4,-3%
Cc1[nH]nc(C(=O)NN=Cc2ccccc2Cl)c1N=NN(C)C,-7%,nt,nt,-7%,nt,nt,-2,nt,-10%
CCN1CCN(C(=O)C2CCC(CNS(=O)(=O)c3ccccc3)CC2)CC1 (centres undefined),-2%,3,0.2%,1%,-2,0,-8,6,-3%
Cc1cnc(C)c(N2CCN(C(=O)C3CCC(=O)N(CCc4cccc(F)c4)C3)CC2)n1 (centres undefined),-4%,1,0.0%,-1%,-6,-3,2,-17,-10%
Cn1c(C(=O)NCCN2CCN(c3ccccc3F)CC2)cc2c(=O)n(C)c3ccccc3c21,-4%,1,-0.6%,-1%,-9,-35,-8,-16,4%
Cc1cccc(NC(=O)CN2C(=O)C(c3ccc(F)cc3)=NC23CCCCCC3)c1,nt,7,-4.9%,nt,-4,2,-21,-13,nt
COCCN(Cc1cc2cc3c(cc2nc1Cl)OCO3)C(=O)c1ccc(C)cc1,0%,66*,-0.1%,1%,3,8,17,-3,-12%
CNc1ccc(Br)cc(C(=O)/C=C/c2ccc3c(c2)OCO3)c1=O,?,14,-0.9%,?,-6,20,-13,14,?
Cc1ccc2c(c1)N(CC(=O)N1CCCC1)C(=O)C(C)O2 (centres undefined),-2%,2,0.6%,-5%,4,0,-14,4,5%
O=C(CN1CCCCC1)NN(Cc1ccccc1)c1ccccc1,-3%,1,-0.9%,0%,-4,1,-2,-1,5%
O=C(Cn1nnnc1-c1ccccc1F)Nc1ccc(OC(F)(F)F)cc1,-6%,1,-1.3%,2%,-2,7,-4,-4,-10%

# Entries listed so far that have a Cl atom (12):
SMILES,GRP78 ERSR act,D1 ag,RXFP1 agonist,Vif-APOBEC3G blk,D1 PAM,D2 PAM,RXFP1 antag,D1 antag,Vif-A3F inh
Cc1[nH]n(-c2cccc(Cl)c2)c(=O)c1-c1ccc(Cl)cc1,-6%,7,-0.3%,5%,-1,2,-20,-11,1%
COc1ccc(-c2cc(C#N)nc(Oc3ccc(Cl)cc3)n2)cc1,-4%,7,7.3%,6%,-4,12,-1,-4,4%
O=C(Nc1ccc(Cl)cc1F)c1cnc2sc(N3CCOCC3)nn2c1=O,0%,2,3.0%,-1%,-3,0,-4,-1,2%
O=C(COC(=O)C1CCN(c2ccc(C(F)(F)F)cn2)CC1)Nc1ncc(Cl)cc1Cl,-1%,10,-0.1%,1%,-6,1,2,-19,-29%
Cn1nc(C(F)(F)F)c(/C=N/OC(=O)c2ccc(Cl)cc2)c1Cl,-4%,nt,-0.8%,0%,nt,nt,15,nt,1%
Cc1sc(C2C(C#N)=C(N)N(c3cccc(Cl)c3)C3=C2C(=O)CCC3)cc1CN1CCOCC1 (centres undefined),-1%,-1,0.3%,4%,-3,-1,-19,-17,0%
O=C(COc1ccccc1Cl)NCCCNC(=O)c1cccnc1,-7%,2,3.7%,-2%,1,nt,-10,-3,0%
CC(c1cccs1)N(Cc1ccco1)C(=S)Nc1ccc(F)c(Cl)c1 (centres undefined),-3%,8,-0.2%,3%,-1,nt,16,-8,11%
O=C(CCc1nnc2ccc(NCc3ccccc3Cl)nn12)NCC1CCN(C2CCCC2)C1 (centres undefined),-5%,2,10%,-1%,-1,-7,11,8,4%
Cc1cc(OCc2cn3cccnc3n2)ccc1Cl,3%,7,0.9%,1%,-7,nt,5,-10,-10%
Cc1[nH]nc(C(=O)NN=Cc2ccccc2Cl)c1N=NN(C)C,-7%,nt,nt,-7%,nt,nt,-2,nt,-10%
COCCN(Cc1cc2cc3c(cc2nc1Cl)OCO3)C(=O)c1ccc(C)cc1,0%,66*,-0.1%,1%,3,8,17,-3,-12%
